Assay outcomes: PubChem, National Center for Advancing Translational Sciences (NCATS)
MmCpn inh: M. maripaludis TRiC chaperonin inhibition. purified Mm-Cpn ATPase, ADP Transcreener TR-FRET. 0.031% of 330,000 active. Potency, µM (doses to about 76.9 µM), for the others: at the highest dose activity, negative = inhibition, usual class: inhibitors. AID 504842; active = well fitted inhibition curve with a large enough effect; inconclusive = small, poorly fitted or top-dose-only effect; also: nearly all actives have a fitted effect of over 80% in size
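Measured: ADP formation by purified Mm-CPN. Conditions: 25 nM protein, 10 uM ATP, Tris pH 7.4 with Mg2+, K+ and DTT, 37°C for 30 min. Detection: Transcreener HTRF after 30 min at room temperature.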
An asterisk follows results filed as active; ? = inconclusive; [ ] = another dose, or the depositor's remark. % is scaled to controls: 0 for no effect and ±100 for the full control effect; potency is read from the fitted curve at half-maximal effect.

> N/C(=N\OC(=O)COc1ccc2ccccc2c1Br)c1cccnc1
  MmCpn inh: -13%

> Cc1cccc(N2CCCn3c2nc2c3c(=O)n(CC(=O)OCc3ccccc3)c(=O)n2C)c1
  MmCpn inh: -3%

> CCc1nnc(NC(=O)CN2C(=O)/C(=C/c3ccc(OC)c(OC)c3)SC2=S)s1
  MmCpn inh: -13%

> CC1(C(=O)CSc2ncn[nH]2)CCC(=O)O1 (stereo unspecified)
  MmCpn inh: -2%

> O=C(OCCN1C(=O)c2cccc3c(N4CCOCC4)ccc(c23)C1=O)c1cc(Cl)cc(Cl)c1
  MmCpn inh: -19%

> Cc1ccc(NS(=O)(=O)c2cccc(C(=O)NN3CCOCC3)c2)cc1
  MmCpn inh: -1%

> O=C(O)CNS(=O)(=O)c1ccc(-c2ccccc2)cc1
  MmCpn inh: 2%

> Cn1nc(OC(=O)Nc2ccc(Cl)cc2)cc1C(F)(F)F
  MmCpn inh: -1%

> COc1cccc(-n2c(CN3CCN(Cc4ccccc4)CC3)nc3ccc([N+](=O)[O-])cc3c2=O)c1
  MmCpn inh: -1%

> Cc1ccc(O)c(C(=O)c2cnn(C(=O)COc3ccccc3C#N)c2)c1
  MmCpn inh: ?

> CCc1c(C)nc(N)n2c(SCC(=O)N3CCN(c4ccccc4F)CC3)nnc12
  MmCpn inh: -3%

> O=C1C2=C(C(=O)c3ccccc31)C1O[C@](CCCCN3C(=O)c4ccccc4C3=O)(Cc3ccccc31)O2
  MmCpn inh: -2%[15.4 µM]

> CCC(=O)N1CCc2cc(Br)cc(S(=O)(=O)Nc3c(C)n(C)n(-c4ccccc4)c3=O)c21
  MmCpn inh: -3%

> O=C(Nc1ccc(N2CCN(C(=O)c3cccs3)CC2)cc1)c1ccc([N+](=O)[O-])o1
  MmCpn inh: 0%

> COc1ccccc1NC(=O)C(=O)NNC(=O)COc1ccc2ccccc2c1
  MmCpn inh: 1%

> Cc1ccc(S(=O)(=O)c2c[nH]c3cc4c(cc3c2=O)OCO4)cc1
  MmCpn inh: 0%

> CCCCc1c(O)nc(SCCC(=O)O)[nH]c1=O
  MmCpn inh: 2%

> O=C(NCCNC1CCN(Cc2ccccc2)CC1)c1cccs1
  MmCpn inh: -4%

> COCCn1c(-c2ccc(Cl)cc2)nc2c(c(=O)c3ccccc3n2C)c1=O
  MmCpn inh: 1%

> Cn1c(=O)[nH]c(=O)c2c1nc(N1CCCCCC1)n2CCCSc1nnnn1-c1ccccc1
  MmCpn inh: 1%

> O=P(O)(O)CP(=O)(O)O
  MmCpn inh: -4%

> O=C(CNc1c(Br)cc(Br)cc1Br)NN=C1CCCCC1
  MmCpn inh: -1%

> COc1ccc(Cc2nnc(NC(=O)CSc3ccc(Cl)cc3)s2)cc1OC
  MmCpn inh: 1%

> CCN(CC)CCCN1C(=O)C(=O)/C(=C(/O)c2ccc3c(c2)CC(C)O3)C1c1ccncc1 (stereo unspecified)
  MmCpn inh: 2%

> COc1ccc(-c2nnc3n2N=C(c2cccc(Br)c2)CS3)cc1OC
  MmCpn inh: 0%

> COc1cccc(C(=O)N2CCN(C3CCN(Cc4ccccc4)CC3)CC2)c1
  MmCpn inh: -1%

> CCCCCCN(C(=O)CCCCCN1C(=O)NC(c2ccc(-c3ccccc3)cc2)C(C(=O)OCc2ccccc2)=C1C)C(C(=O)NCCCC)c1ccc(O)cc1 (stereo unspecified)
  MmCpn inh: 2%

> COc1cc(/C=C2/C(=N)N3C(=NC2=O)SN=C3S(=O)(=O)C(C)C)ccc1OS(=O)(=O)c1ccccc1
  MmCpn inh: -1%

> CCOc1cccc(/C(O)=C2/C(=O)C(=O)N(CCN3CCOCC3)C2c2ccncc2)c1 (stereo unspecified)
  MmCpn inh: ?

> CCOC(=O)Cn1c(=O)c2c(nc(Br)n2Cc2ccccc2)n(C)c1=O
  MmCpn inh: 1%

Rewritten as comma-separated lines: entries from further up
SMILES,MmCpn inh
COc1ccc(-c2nnc3n2N=C(c2cccc(Br)c2)CS3)cc1OC,0%
COc1cccc(C(=O)N2CCN(C3CCN(Cc4ccccc4)CC3)CC2)c1,-1%
CCCCCCN(C(=O)CCCCCN1C(=O)NC(c2ccc(-c3ccccc3)cc2)C(C(=O)OCc2ccccc2)=C1C)C(C(=O)NCCCC)c1ccc(O)cc1 (stereo unspecified),2%
COc1cc(/C=C2/C(=N)N3C(=NC2=O)SN=C3S(=O)(=O)C(C)C)ccc1OS(=O)(=O)c1ccccc1,-1%
CCOc1cccc(/C(O)=C2/C(=O)C(=O)N(CCN3CCOCC3)C2c2ccncc2)c1 (stereo unspecified),?

(listing goes on)
> O=C(O)c1cc(-c2ccc(O)cc2)nc2ccccc12
  MmCpn inh: 0%

> COc1ccc(C(=O)n2ccc(C)n2)cc1Br
  MmCpn inh: 0%

> Cc1noc(C(=O)Nc2ccc(Cl)cc2)c1Cl
  MmCpn inh: 1%

> COC(=O)c1ccc(CSc2ccc3nnc(-c4cccnc4)n3n2)o1
  MmCpn inh: -3%

> COc1cccc(-c2cc(C(=O)Nc3ccc4c(c3)OCCO4)c3ccccc3n2)c1
  MmCpn inh: 2%

> O=C(Nc1ccc(F)cc1)C1=CC(=O)N2CCN=C2S1
  MmCpn inh: -1%

> CC(=O)N1C(=O)N(C)C2C1N(C)C(=O)N2C(C)=O (stereo unspecified)
  MmCpn inh: -4%

> Nc1ccc(C(=O)Oc2ccc([N+](=O)[O-])cc2)c(O)c1
  MmCpn inh: -1%

> O=C(NCc1ccco1)c1ccc2nc3sc4c(c3c(=O)n2c1)CCCC4
  MmCpn inh: -4%

> COC(=O)CCC(=O)OC1(C)C(=O)C2=CN(CCN3CCOCC3)C(c3ccc(OC)cc3)=CC2=C(Br)C1=O (stereo unspecified)
  MmCpn inh: -1%

> COc1cccc(-c2nnc(N(C)C(=O)c3ccno3)s2)c1
  MmCpn inh: -19%

> Cc1sc(NC(=O)CN(C)C2CCCCC2)nc1-c1ccc2c(c1)CCN2S(=O)(=O)c1ccccc1
  MmCpn inh: -6%

> CCOC(=O)c1c(N)c(C#N)nn1-c1ccccc1C(=O)OC
  MmCpn inh: -13%

> CCOC(=O)/C(C#N)=C1\SS/C(=C(/C#N)C(=O)OCC)S1
  MmCpn inh: -2%

> COc1ccccc1-c1cc(C(=O)N2CCc3ccccc3C2)c2ccccc2n1
  MmCpn inh: -5%

Structural class, the compounds so far containing fluorine.
> Cn1nc(OC(=O)Nc2ccc(Cl)cc2)cc1C(F)(F)F
  MmCpn inh: -1%

> CCc1c(C)nc(N)n2c(SCC(=O)N3CCN(c4ccccc4F)CC3)nnc12
  MmCpn inh: -3%

> O=C(Nc1ccc(F)cc1)C1=CC(=O)N2CCN=C2S1
  MmCpn inh: -1%

Following part:
> COC(=O)c1ccc(CSCc2ccc(C#N)cc2)cc1
  MmCpn inh: -7%

> Clc1ccc(Cn2c(CN3CCCC3)nc3ccccc32)cc1
  MmCpn inh: 1%

> CC1(C)CN=C(N2CCN(c3ncnc4sc5c(c34)CCCC5)CC2)S1
  MmCpn inh: -3%

> CC1CC(C)CN(C2CCN(Cc3cccnc3)CC2)C1 (stereo unspecified)
  MmCpn inh: 0%

> O=C(O)c1cccc(C(=O)O)n1
  MmCpn inh: 1%

> CC(C)c1ccc2oc3nc(N)c(C(=O)O)cc3c(=O)c2c1
  MmCpn inh: -1%

> O=S(=O)(c1ccccc1)N1CCCc2ccccc21
  MmCpn inh: 1%

> COc1cc2c(C(=O)Nc3ccc4c(c3)OCO4)cn(CC(C)C)c(=O)c2cc1OC
  MmCpn inh: -1%

> COC(=O)C/C=C/[C@@H](C)[C@@H](/C=N/O[C@H](C)c1cn([C@@H]2COC[C@H]2O)nn1)NS(=O)(=O)c1ccc(C)cc1
  MmCpn inh: 0%

> O=C1c2ccccc2C(=O)N1OS(=O)(=O)c1ccccc1
  MmCpn inh: -3%

> O=C(CN1CCN(c2ccc(O)cc2)CC1)NC1CCCc2ccccc21 (stereo unspecified)
  MmCpn inh: -1%

> COc1ccc2nc3n(c(=O)c2c1)-c1ccccc1C(=O)NC3Cc1ccccc1 (stereo unspecified)
  MmCpn inh: -1%

> Cc1cccc(-n2c(-c3ccco3)nc3nc4ccccc4nc32)c1
  MmCpn inh: 1%

> O=C(N/N=C/c1cc([N+](=O)[O-])ccc1O)C1C2CCCCC21 (stereo unspecified)
  MmCpn inh: -4%

> COc1cc(/C=N/NC(N)=O)ccc1OC(=O)c1ccc(C)cc1
  MmCpn inh: 0%

> O=Nc1ccc(NOC(=O)c2ccc(Br)cc2)cc1
  MmCpn inh: 0%

> Cc1nc2c(c(=O)n1Cc1ccco1)c1nc3ccccc3nc1n2Cc1ccccc1
  MmCpn inh: -7%

> CC1=C(C)CC(C(=O)NCc2cccc(Cl)c2)C(C(=O)O)C1 (stereo unspecified)
  MmCpn inh: 2%

> CCS(=O)(=O)C1=NN2C(=N)/C(=C\c3ccc(OC(=O)c4ccco4)c(Br)c3)C(=O)N=C2S1
  MmCpn inh: 0%

> O=C(Nc1nc(-c2ccccn2)cs1)c1ccc(S(=O)(=O)N2CCCCC2)cc1
  MmCpn inh: 0%

> Cc1ccc(S(=O)(=O)N2CCN(c3nc(C)nc4sc(C)c(C)c34)CC2)cc1
  MmCpn inh: -8%

> Clc1cccc(-c2nnc3sc(-c4ccc5c(c4)OCO5)nn23)c1
  MmCpn inh: 2%

> Cc1cccc(-c2ccc3ncnc(NCc4cc(C)cs4)c3c2)c1
  MmCpn inh: ?

> Cc1c2cnn(CC(=O)Nc3c(F)c(F)cc(F)c3F)c(=O)c2c(C)n1Cc1ccc(F)cc1
  MmCpn inh: -1%

> CCOc1ccc(NC(C)C(=O)N/N=C/c2ccc([N+](=O)[O-])cc2)cc1 (stereo unspecified)
  MmCpn inh: 0%

> COc1ccc(CCNC(=O)C(NS(=O)(=O)c2ccc3c(c2)CCN3C(C)=O)C(C)C)cc1OC (stereo unspecified)
  MmCpn inh: 2%

> COc1ccc(CNc2nc3c(c(C(F)(F)F)n2)CCCCC3)cc1
  MmCpn inh: 0%

> Oc1ccccc1-c1cc(C(F)(F)F)[nH]n1
  MmCpn inh: 1%

> O=C(NC(=S)Nc1cc(S(=O)(=O)N2CCOCC2)ccc1N1CCOCC1)C1CCCC1
  MmCpn inh: 0%

> O=C(COc1ccc(F)cc1Cl)Nc1nc(-c2ccccn2)cs1
  MmCpn inh: -4%

> COc1cccc(OCCOCCNCCO)c1
  MmCpn inh: 3%

> COC(=O)c1c(NC(=O)CN2CCC(C)CC2)c2c(C)cccc2n1C
  MmCpn inh: 1%

> Cc1ccc(S(=O)(=O)N(C(=N)N)c2nc(N(C)C)nc(N(C)C)n2)cc1
  MmCpn inh: -6%

> Cc1ccc(-n2c(SCC(=O)N3CCCC3)nc3c(c2=O)SCC3)cc1
  MmCpn inh: 0%

> Cc1nc(NC(=O)COc2ccc(Cl)cc2)sc1C(=O)N(C)C
  MmCpn inh: 0%

> CN(Cc1ccco1)c1ncnc2ccc(-c3cccc(Cl)c3)cc12
  MmCpn inh: 1%

> Cc1ccc2nc3c(cc(C#N)c(=O)n3CCN3CCOCC3)c(=O)n2c1
  MmCpn inh: -2%

> CCOc1ccccc1NC(=O)c1c(NC(=O)CNCc2ccco2)sc2c1CCC2
  MmCpn inh: -1%

> CCc1nc(SCC(=O)Nc2c(C)nn(C)c2C)c2cnn(-c3ccccc3)c2n1
  MmCpn inh: 0%

> Nc1c(S(=O)(=O)c2cccc(Cl)c2)c2nc3ccccc3nc2n1/N=C/c1ccc(O)c(O)c1
  MmCpn inh: 1%

> O=C(Nc1ccc(F)c([N+](=O)[O-])c1)c1ccc2c(c1)C(=O)OC2=O
  MmCpn inh: 2%

> CC(NC(=O)c1cc(Br)ccc1Br)c1ccccc1 (stereo unspecified)
  MmCpn inh: 3%

> Cc1nc(NC2=NCN(Cc3cccnc3)CN2)nc2c(C)cccc12
  MmCpn inh: 1%

> Cc1ccnc(SCCn2c(N3CCN(C)CC3)nc3c2c(=O)[nH]c(=O)n3C)n1
  MmCpn inh: 2%

> c1ccc(CCCOCCC2CO2)cc1 (stereo unspecified)
  MmCpn inh: -9%

> O=C(O)c1cc(-c2cc(C(=O)O)c3ccccc3n2)nc2ccccc12
  MmCpn inh: -2%

> COc1ccc(S(=O)(=O)Oc2ccccc2C(=S)N2CCOCC2)cc1
  MmCpn inh: 0%

> Cn1c2cc(B(O)O)sc2c2cnn(Cc3ccc(F)cc3F)c(=O)c21
  MmCpn inh: 1%

> CCOC(=O)c1c(NC(=O)/C=C/c2ccc3c(c2)OCO3)sc(C)c1C
  MmCpn inh: 3%

> COc1ccc2c(c1)O[C@@H](c1ccc3c(c1)OCO3)[C@H](OC(=O)Nc1cc(OC)c(OC)c(OC)c1)C2=O
  MmCpn inh: -2%

> COC(=O)[C@@H]1CC[C@H](C)[C@@H](c2ccc(C)cc2)N1C(=O)c1ccc(/C=N/OCC[C@@H]2C=C[C@H](OC(C)=O)[C@@H](COC(C)=O)O2)cc1
  MmCpn inh: 2%

> Clc1cccc(-c2cc3nc4c(c(N5CCNCC5)n3n2)CCCC4)c1
  MmCpn inh: -5%

> COc1ccccc1/C=N/NC(=O)C1=NNC(c2ccccc2)(c2ccccc2)C1
  MmCpn inh: -1%

> CNCCCCOc1ccccc1Cc1ccccc1
  MmCpn inh: 0%

> CCCCCCn1c(=O)c(-c2nc3ccccc3c(=O)[nH]2)c(O)c2ccccc21
  MmCpn inh: 2%

In a second layout: three of the compounds above
compound | MmCpn inh
c1ccc(CCCOCCC2CO2)cc1 (stereo unspecified) | -9%
O=C(O)c1cc(-c2cc(C(=O)O)c3ccccc3n2)nc2ccccc12 | -2%
COc1ccc(S(=O)(=O)Oc2ccccc2C(=S)N2CCOCC2)cc1 | 0%

Some of the compounds tested; count on the stated rates, not on these rows.
